L929 necroptosis: inhibitors of zVAD-triggered necroptosis, primary screen, L929 cells; L929 zVAD necroptosis rescue, ATP luminescence, 24 h; with zVAD 60 µM; viability rescue, % at 10 µM; 220,000 tested, 0.38% active; AID 1377, 2008;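 active = activation, scaled between plate controls, above about 75%, limit read from the data; inactive = activation under that limit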;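 note: 0% = zVAD with DMSO and 100% = DMSO alone without zVAD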
14-3-3 Bad PPI: inhibitors of 14-3-3 zeta/Bad binding, primary screen, biochemical, TR-FRET, bovine 14-3-3 zeta; AID 781, 2007; inhibition, % at 21.7 µM; TR-FRET 14-3-3zeta/Dy647-pBad peptide displacement, 1 h; 220,000 tested, 0.71% active;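 active = inhibition above about 70%, limit read from the data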;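 note: 0% = full 14-3-3 plus peptide FRET controls and 100% = background without 14-3-3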
Target sequence (P63103 whole entry, looked up): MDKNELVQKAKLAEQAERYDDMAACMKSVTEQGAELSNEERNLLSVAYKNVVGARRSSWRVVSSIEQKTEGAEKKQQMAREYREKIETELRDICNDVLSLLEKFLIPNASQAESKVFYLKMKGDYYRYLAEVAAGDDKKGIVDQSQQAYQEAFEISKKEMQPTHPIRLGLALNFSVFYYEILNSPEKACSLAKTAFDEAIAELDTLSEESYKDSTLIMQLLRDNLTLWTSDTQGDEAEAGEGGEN
Hck-Nef inh: inhibitors of Nef-activated human Hck kinase, primary screen, biochemical, Z-Lyte FRET, 384-well, Hck-YEEI. inhibition, % at 20 µM. Recombinant Hck-YEEI plus Nef, Z-Lyte FRET kinase assay. AID 463187, 2010. 220,000 tested, 0.68% active. Tyrosine-protein kinase HCK (Homo sapiens), P08631;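 active = Hck-Nef kinase inhibition above about 50%, limit read from the data; inactive = inhibition below that limit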;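 note: 0% = DMSO with Hck plus Nef and 100% = Hck alone without Nef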
EP2 modulator: EP2 receptor modulators, cAMP readout, primary screen, cell-based, HTRF cAMP, PGE2 stimulation. Prostaglandin E2 receptor EP2 subtype (Homo sapiens), P43116. EP2-expressing cells, cAMP HTRF FRET, PGE2 co-stimulation. induction, % at 25 µM. 260,000 tested, 0.83% active. AID 940, 2007;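 active = compounds whose cAMP rise, as percent of the full-agonist control response, exceeds 60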;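 note: rat C6 glioma line stably carrying human EP2 under a CMV promoter; the protocol text gives 20 µM as final concentration; 100% = response of wells given 1 µM PGE2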
Target sequence (P43116 whole entry, looked up): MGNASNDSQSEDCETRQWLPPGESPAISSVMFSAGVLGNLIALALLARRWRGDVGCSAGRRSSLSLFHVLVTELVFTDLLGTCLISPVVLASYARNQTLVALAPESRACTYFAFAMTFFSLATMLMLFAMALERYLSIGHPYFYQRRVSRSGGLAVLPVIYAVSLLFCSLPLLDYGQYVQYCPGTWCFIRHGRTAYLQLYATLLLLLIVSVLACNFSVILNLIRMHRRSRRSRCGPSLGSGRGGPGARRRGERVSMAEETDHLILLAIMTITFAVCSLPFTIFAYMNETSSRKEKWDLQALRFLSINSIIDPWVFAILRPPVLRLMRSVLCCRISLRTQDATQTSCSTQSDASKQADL
TbHK1 inh: Trypanosoma brucei hexokinase 1 inhibitors, primary screen, biochemical, G6PDH-coupled NADH absorbance, MLSCN library; AID 1430, 2008; 220,000 tested, 0.11% active; hexokinase 1 [Trypanosoma brucei]; inhibition, % at 10 µM; recombinant TbHK1, G6PDH-coupled NADH A340;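 active = inhibition of 50% or more in the single-dose primary screen; inactive = inhibition below 50%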
m-calpain inh: inhibitors of pig calpain II, primary screen, biochemical, fluorogenic peptide substrate, 1536-well; purified calpain II, 30 min; inhibition, % at 16 µM; 220,000 tested, 0.37% active; AID 1236, 2008;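 active = inhibition above about 50%, limit read from the data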
eIF4E 4G PPI: eIF4E–eIF4G protein interaction inhibitors, primary screen, biochemical, uHTS, TR-FRET, eIF4GI fragment; TR-FRET eIF4E-eIF4GI(517-606) binding, 2 h; inhibition, % at 21.7 µM; 220,000 tested, 0.37% active;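 active = inhibition above about 30%, limit read from the data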;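 note: 0% = full FRET control wells and 100% = background wells lacking eIF4GI fragment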
Rad51 HR inh: human RAD51 strand exchange inhibitors, primary screen, biochemical, fluorescence | hRad51 DNA strand exchange, fluorescence dequenching | inhibition, % at 10 µM | 200,000 tested, 0.085% active | AID 1385, 2008;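 active = inhibition above 40% at the single screening dose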;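 note: 0% = DMSO control wells and 100% = blanks with heterologous ssDNA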
Target sequence (Q06609 whole entry, looked up): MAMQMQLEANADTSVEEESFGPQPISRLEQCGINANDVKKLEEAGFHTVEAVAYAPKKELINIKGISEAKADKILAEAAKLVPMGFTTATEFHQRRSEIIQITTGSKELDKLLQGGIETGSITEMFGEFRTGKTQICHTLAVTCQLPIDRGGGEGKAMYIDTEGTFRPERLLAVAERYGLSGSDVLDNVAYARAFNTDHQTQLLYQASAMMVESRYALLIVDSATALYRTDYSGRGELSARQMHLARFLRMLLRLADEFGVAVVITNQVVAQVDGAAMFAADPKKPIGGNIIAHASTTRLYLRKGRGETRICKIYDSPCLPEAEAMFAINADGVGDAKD
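Test system: preformed human Rad51 ssDNA filaments. Compound dosing: single dose, 10 µM final compound. Incubation: filaments 15 min 37 °C, then compound 30 min. Technique: FRET fluorescence dequenching, excitation 485 nm, emission 520 nm. Read-out basis: percent inhibition from fluorescence, normalised to plate control and blank means. Benchmarks: plate controls and plate blanks.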
EP2 antag: human EP2 receptor antagonists, primary screen, TR-FRET cAMP, C6 glioma cells | Prostaglandin E2 receptor EP2 subtype (Homo sapiens), P43116 | inhibition, % at 25 µM | 260,000 tested, 0.52% active | C6 glioma cells expressing human EP2; cells stimulated with saturating PGE2 | AID 1422, 2008;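 active = percent inhibition above 40 after rounding to a whole number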;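 note: rat C6 glioma host cells with rolipram phosphodiesterase inhibitor present; the protocol text gives 20 µM as final concentration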
Numbers without * were called inactive; & = joins results of further samples; [ ] = dose if it differs, or a comment. This is a subset. The share of hits here may be higher or lower than overall.

Screening O=C(CCCN1C(=O)c2ccccc2C1=O)Nc1ccccn1 returned L929 necroptosis -0.1, 14-3-3 Bad PPI 16, Hck-Nef inh 1, EP2 modulator -1, TbHK1 inh 1, m-calpain inh 4, eIF4E 4G PPI -3[fluorescence artefact?], Rad51 HR inh 2 and EP2 antag 4.
CCOC(=O)N1CCN(C(=O)CSCc2ccc(Br)cc2)CC1 was read as L929 necroptosis 19, 14-3-3 Bad PPI -10, Hck-Nef inh 21, EP2 modulator -19, TbHK1 inh 3, m-calpain inh 21, eIF4E 4G PPI 2, Rad51 HR inh 0 and EP2 antag 5.
`CN(C)S(=O)(=O)c1cc(C(=O)O)c(NC2CCCCC2)cc1Cl` gave L929 necroptosis 0.6, 14-3-3 Bad PPI 14, Hck-Nef inh -6, EP2 modulator 3, TbHK1 inh -14, m-calpain inh 9, eIF4E 4G PPI 5, Rad51 HR inh -12 and EP2 antag 6.
For CN(C)CCNS(=O)(=O)c1ccc(N2CCN(c3ccc(F)cc3)CC2)c([N+](=O)[O-])c1 the results were L929 necroptosis 3.2, 14-3-3 Bad PPI -16[fluorescence artefact?], Hck-Nef inh 5, EP2 modulator -86, TbHK1 inh 12, m-calpain inh 3, eIF4E 4G PPI 4, Rad51 HR inh 11 and EP2 antag 8.
For Cc1ccc(C(=O)OCC(=O)c2ccc[nH]2)s1 the results were L929 necroptosis -0.7, 14-3-3 Bad PPI -9, Hck-Nef inh 18, EP2 modulator -7, TbHK1 inh -8, m-calpain inh 5, eIF4E 4G PPI 5, Rad51 HR inh -6 and EP2 antag 3.
For CC(C)C(=O)Nc1cccc(C(=O)Nc2nnc(C(C)C)s2)c1 the results were L929 necroptosis -0.8, 14-3-3 Bad PPI -10[fluorescence artefact?], Hck-Nef inh 7, EP2 modulator -17&-36, TbHK1 inh -3, m-calpain inh 21, eIF4E 4G PPI 2[fluorescence artefact?], Rad51 HR inh -7 and EP2 antag 25&10.
Screening O=C(COC(=O)Cn1cnc2ccccc2c1=O)Nc1ccc(Cl)c(C(F)(F)F)c1 returned L929 necroptosis 0.1, 14-3-3 Bad PPI 10[fluorescence artefact?], Hck-Nef inh -2, EP2 modulator 6, TbHK1 inh 20, m-calpain inh 2, eIF4E 4G PPI 10[fluorescence artefact?], Rad51 HR inh 4 and EP2 antag 4.
For CCCCOc1ccc(OCCCN2CCOCC2)cc1 the results were L929 necroptosis 1.2, 14-3-3 Bad PPI -1, Hck-Nef inh -10, EP2 modulator -26&4, TbHK1 inh 7, m-calpain inh 15, eIF4E 4G PPI 2, Rad51 HR inh 1 and EP2 antag 20&8.
For O=Cc1cccn1-c1c(C(=O)O)cnn1-c1ccccc1 the results were L929 necroptosis 3.5, 14-3-3 Bad PPI -9, Hck-Nef inh 19, EP2 modulator 35, TbHK1 inh 4, m-calpain inh -19, eIF4E 4G PPI 3, Rad51 HR inh 4 and EP2 antag 3.
For CCC(C)(C)C(=O)Nc1ccc(C(N)=O)cc1 the results were L929 necroptosis -0.3, 14-3-3 Bad PPI -3, Hck-Nef inh -2, EP2 modulator -8, TbHK1 inh 1, m-calpain inh 9, eIF4E 4G PPI 2, Rad51 HR inh 8 and EP2 antag 14.
`CN(Cc1cnccn1)Cc1nc(Cc2cccc(F)c2)no1` gave L929 necroptosis -0.3, 14-3-3 Bad PPI -4, Hck-Nef inh -4, EP2 modulator 6, TbHK1 inh -3, m-calpain inh 18, eIF4E 4G PPI 1 and EP2 antag -1.
For COC(=O)c1ccccc1OCc1cccc(C)n1 the results were L929 necroptosis 0.6, 14-3-3 Bad PPI -2, Hck-Nef inh 2, EP2 modulator -1, TbHK1 inh -2, m-calpain inh 29, eIF4E 4G PPI 0[fluorescence artefact?], Rad51 HR inh -3 and EP2 antag 14.
Screening O=C(c1cccs1)N1CCN(Cc2cccnc2)CC1 returned 14-3-3 Bad PPI 76*, EP2 modulator 21, m-calpain inh -1, eIF4E 4G PPI 7, Rad51 HR inh 0 and EP2 antag 5.
For CCOc1ccc(C(=O)N[C@H](C(=O)O)C(C)C)cc1 the results were L929 necroptosis 0.1, 14-3-3 Bad PPI -2, Hck-Nef inh -20, EP2 modulator 7, TbHK1 inh 7, m-calpain inh 14, eIF4E 4G PPI -9, Rad51 HR inh -6 and EP2 antag 6.
O=C(Nc1ccc(Cl)cn1)c1cccnc1 was read as L929 necroptosis 0.5, 14-3-3 Bad PPI -1, Hck-Nef inh 0, EP2 modulator 11, TbHK1 inh 4, m-calpain inh 5, eIF4E 4G PPI 1, Rad51 HR inh -3 and EP2 antag 10.
Screening CC(=O)c1cccc(NC(=O)C2C(c3ccccc3)C2(Cl)Cl)c1 (stereo not given) returned L929 necroptosis 0.4, 14-3-3 Bad PPI -6, Hck-Nef inh -7, EP2 modulator -36, TbHK1 inh 5, m-calpain inh 12, eIF4E 4G PPI -1, Rad51 HR inh 13 and EP2 antag 4.
O=C(NCCCN1CCOCC1)c1ccc(Cl)cc1[N+](=O)[O-] was read as L929 necroptosis 5.4, 14-3-3 Bad PPI -6, Hck-Nef inh 17, EP2 modulator 11, TbHK1 inh -5, m-calpain inh -14, eIF4E 4G PPI -1, Rad51 HR inh 4 and EP2 antag 13.
Screening O=C(OCc1ccccc1Cl)c1cccnc1Cl returned L929 necroptosis 0.7, 14-3-3 Bad PPI -1, Hck-Nef inh 2, EP2 modulator -6, TbHK1 inh 0, m-calpain inh 20, eIF4E 4G PPI 0, Rad51 HR inh 5 and EP2 antag 9.
Screening COc1ccc(NC(=S)N2CCN(c3ccccn3)CC2)cc1OC returned L929 necroptosis 0.5, 14-3-3 Bad PPI -9[fluorescence artefact?], Hck-Nef inh 2, EP2 modulator -8, TbHK1 inh -2, m-calpain inh -4, eIF4E 4G PPI 0, Rad51 HR inh 0 and EP2 antag 8.
For CC(C)CC(C(=O)NCC1CCCO1)N(C(=O)Cn1nnc(-c2ccc(F)cc2)n1)c1cccc(C(F)(F)F)c1 (stereo not given) the results were L929 necroptosis -0.4, 14-3-3 Bad PPI 5, Hck-Nef inh 0, EP2 modulator 20, TbHK1 inh -4, m-calpain inh 23, eIF4E 4G PPI 7, Rad51 HR inh 12 and EP2 antag 5.
O=C1NC(=O)/C(=C\c2ccc(Oc3ccc([N+](=O)[O-])cn3)cc2)S1 was read as L929 necroptosis 0.3, 14-3-3 Bad PPI 0[fluorescence artefact?], Hck-Nef inh -16, EP2 modulator -74, TbHK1 inh -9, m-calpain inh -2, eIF4E 4G PPI 1[fluorescence artefact?], Rad51 HR inh -31 and EP2 antag 8.
`CCNC(=S)NNC(=O)C1CCN(Cc2ccccc2)CC1` gave L929 necroptosis 1.0, 14-3-3 Bad PPI -4, Hck-Nef inh 14, EP2 modulator 2, TbHK1 inh -3, m-calpain inh 4, eIF4E 4G PPI -3, Rad51 HR inh 9 and EP2 antag 6.
Cc1ccc(C)c2nc3sc(C(=O)N4CCOCC4)c(N)c3cc12 was read as L929 necroptosis 11, 14-3-3 Bad PPI 8, Hck-Nef inh 18, EP2 modulator -63, TbHK1 inh -6, m-calpain inh -18, eIF4E 4G PPI 2, Rad51 HR inh -34 and EP2 antag 16.
For COC(=O)c1ccc(C(=O)OC)c(NC(=O)CSCc2ccc(Br)cc2)c1 the results were L929 necroptosis 0.1, 14-3-3 Bad PPI 5, Hck-Nef inh 2, EP2 modulator 45, TbHK1 inh -6, m-calpain inh 1, eIF4E 4G PPI 5, Rad51 HR inh -2 and EP2 antag 4.
Screening CC(=O)Nc1ccc(Oc2ccc([N+](=O)[O-])cc2Cl)cc1 returned L929 necroptosis -1.3, 14-3-3 Bad PPI 7, Hck-Nef inh 3, EP2 modulator -29, TbHK1 inh -6, m-calpain inh 43, eIF4E 4G PPI -1, Rad51 HR inh -6 and EP2 antag 7.
CCOC(=O)c1cn(Cc2cccc(C)c2)nn1 was read as L929 necroptosis -0.2, 14-3-3 Bad PPI 5, Hck-Nef inh -3, EP2 modulator -4, TbHK1 inh -2, m-calpain inh -13, eIF4E 4G PPI 0[fluorescence artefact?], Rad51 HR inh 1 and EP2 antag 3.
Screening COc1ccc(NS(=O)(=O)c2cccc(NC(=O)COc3ccc(OC)cc3)c2)cc1 returned L929 necroptosis -0.3, 14-3-3 Bad PPI 4, Hck-Nef inh 6, EP2 modulator -12, TbHK1 inh 5, m-calpain inh 40, eIF4E 4G PPI -10 and EP2 antag 5.
Screening c1cncc(CNc2cccc(-c3nc4ccccc4[nH]3)c2)c1 returned L929 necroptosis 17, 14-3-3 Bad PPI -9, Hck-Nef inh 2, EP2 modulator -80, TbHK1 inh 11, m-calpain inh -155, eIF4E 4G PPI -5 and EP2 antag 15.
Screening CCN(CC)S(=O)(=O)c1ccc(NC(=S)NC(=O)CC(C)C)cc1 returned L929 necroptosis 0.5, 14-3-3 Bad PPI -10, Hck-Nef inh 4, EP2 modulator -23, TbHK1 inh 4, m-calpain inh 23, eIF4E 4G PPI 11, Rad51 HR inh 9 and EP2 antag 5.
For CC1(C)Nc2ccccc2N(CCC(=O)N2CCOCC2)C1=O the results were L929 necroptosis 0.1, 14-3-3 Bad PPI 5, Hck-Nef inh 6, EP2 modulator 26, TbHK1 inh -1, m-calpain inh -24, eIF4E 4G PPI 4[fluorescence artefact?], Rad51 HR inh 8 and EP2 antag 10.
For Cn1c(=O)c(Oc2ccc(Cl)cc2)c(O)c2ccccc21 the results were L929 necroptosis -0.1, 14-3-3 Bad PPI -3[fluorescence artefact?], Hck-Nef inh 1, EP2 modulator 24, TbHK1 inh 0, m-calpain inh -1, eIF4E 4G PPI 2, Rad51 HR inh 8 and EP2 antag 9.
`CCCCNC(=O)NCc1cnn(C)c1C` gave 14-3-3 Bad PPI 4[fluorescence artefact?], Hck-Nef inh -22, EP2 modulator 3, TbHK1 inh 5, m-calpain inh 17, eIF4E 4G PPI 0 and EP2 antag 7.
`Cc1ccc(Nc2cc(-n3cccn3)ncn2)c(C)c1` gave L929 necroptosis 0.9, 14-3-3 Bad PPI 11, Hck-Nef inh 4, EP2 modulator 0, TbHK1 inh 2, m-calpain inh -7, eIF4E 4G PPI 4, Rad51 HR inh 0 and EP2 antag -1.
Screening O=C(C1CCN(Cc2nc(-c3ccc(Cl)cc3)no2)CC1)N1CCOCC1 returned L929 necroptosis 0.0, 14-3-3 Bad PPI 19, Hck-Nef inh 13, EP2 modulator 35, TbHK1 inh -10, m-calpain inh -27, eIF4E 4G PPI -3, Rad51 HR inh -7 and EP2 antag 12.

Molecules from the list above that have bromine (two):
CCOC(=O)N1CCN(C(=O)CSCc2ccc(Br)cc2)CC1 was read as L929 necroptosis 19, 14-3-3 Bad PPI -10, Hck-Nef inh 21, EP2 modulator -19, TbHK1 inh 3, m-calpain inh 21, eIF4E 4G PPI 2, Rad51 HR inh 0 and EP2 antag 5.
For COC(=O)c1ccc(C(=O)OC)c(NC(=O)CSCc2ccc(Br)cc2)c1 the results were L929 necroptosis 0.1, 14-3-3 Bad PPI 5, Hck-Nef inh 2, EP2 modulator 45, TbHK1 inh -6, m-calpain inh 1, eIF4E 4G PPI 5, Rad51 HR inh -2 and EP2 antag 4.
